Screening data deposited in PubChem BioAssay by several laboratories.
DAX1 inh-1 – DAX1 (NR0B1) inhibitors, primary screen, cell-based, HEK293, Gal4-DAX1, luciferase luminescence; Nuclear receptor subfamily 0 group B member 1 (Homo sapiens), P51843; HEK293 Gal4-DAX1 luciferase reporter; inhibition, % at 6.75 µM; actives 0.99% (n = 340,000); AID 504766, 2011;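 active = inhibition above the mean over all tested compounds plus 3 SD, cut at about 4.2% in these data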;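 note: 0% = DAX1-transfected cells with DMSO and 100% = empty-vector control cells with DMSO; inhibition shows as a rise in luminescence from relieved DAX1 repression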
hgDAF12 agonist – H. glycines DAF-12 receptor agonists, primary screen, cell-based, luminescence, HEK293, GAL4 fusion, UAS-luciferase; HEK293 GAL4-hgDAF12 UAS-luciferase reporter, agonist luminescence; normalized to butyrate control; Nuclear hormone receptor DAF-12 (Heterodera glycines), GAL4 fusion; activation, % at 6.8 µM; actives 1.8% (n = 370,000); AID 687014, 2013;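 active = activation above a cutoff set at the mean of all screened compounds plus 3 SD, cut at about 10% in these data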;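 note: 0% = DMSO wells and 100% = sodium butyrate wells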
PLCg1 inh – PLC-gamma1 enzyme inhibitors, primary screen, biochemical, fluorescence, purified enzyme; fluorogenic substrate; 1-phosphatidylinositol 4,5-bisphosphate phosphodiesterase gamma-1 (Homo sapiens), P19174; inhibition, % at 12.2 µM; AID 720700, 2013; actives 0.84% (n = 370,000); in the data active = inhibition above about 9.5%
DAX1 inh-2 – DAX1 (NR0B1) inhibitors on StAR promoter, primary screen, cell-based, luminescence, SF-1 (NR5A1), full-length DAX-1; actives 1.1% (n = 370,000); inhibition, % at 6.8 µM; HEK293T StAR-luciferase reporter, SF-1/DAX-1 repression relief; AID 652010, 2013;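 active = inhibition above the mean over all tested compounds plus 3 SD, cut at about 3.6% in these data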;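 note: 0% = DAX-1 cells with DMSO and 100% = cells lacking DAX-1 with DMSO; higher inhibition means more luminescence from relief of DAX-1 repression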
hcDAF-12 act – H. contortus DAF-12 nuclear receptor activators, primary screen, cell-based, luminescence, HEK293, lit1-tk-luc reporter | activation, % at 6.8 µM | HEK293 hcDAF-12 lit1-tk-luc reporter; 0% DMSO, 100% Δ7-dafachronic acid | AID 652067, 2013 | actives 1.4% (n = 370,000);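 active = activation above the mean of all tested compounds plus 3 SD, cut at about 5.5% in these data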;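 note: 100% = response to 3 µM Δ7-dafachronic acid high control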
Rev-erbA mod – modulators of Rev-erb alpha DNA binding, primary screen, biochemical, FITC-DNA, fluorescence polarization, uHTS. Nuclear receptor subfamily 1 group D member 1 (Homo sapiens), P20393. Rev-erbα–FITC-DNA binding, 90 min. activity, % at 10 µM. actives 0.79% (n = 370,000). AID 1259318, 2017;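 active = activity above about 14%, limit read from the data; passing the limit was not always enough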;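 note: 0% = DMSO wells with 35 nM protein and 100% = DMSO wells with 750 nM protein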
PLCb3 inh – human PLC-beta3 inhibitors, primary screen, biochemical, fluorescence; Purified PLC-beta3, fluorogenic substrate; inhibition, % at 12.2 µM; actives 0.18% (n = 370,000); in the data active = inhibition above about 11%;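 note: 0% = median of compound wells on plate and 100% = full blocker control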
SMARCA2 act – SMARCA2 (BRM) function activators, primary screen, cell-based, luminescence, high throughput; MG213 cells, MMTV-luciferase reporter, dexamethasone, overnight; activation, % at 9.1 µM; actives 1% (n = 370,000); in the data active = activation above about 7.8%;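 note: 0% = vehicle wells and 100% = reference activator wells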
ssDAF12 agonist – S. stercoralis DAF-12 nuclear receptor activators, primary screen, cell-based, luminescence, HEK293, GRIP1 co-expression, lit1-tk-luc; Nuclear hormone receptor DAF-12 (Strongyloides stercoralis); HEK293 ssDAF-12/GRIP1 lit1-tk-luc reporter; % of 3 µM dafachronic acid response; activation, % at 6.8 µM; actives 1% (n = 370,000);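 active = activation above the mean over all tested compounds plus 3 SD, cut at about 0.9% in these data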;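 note: 0% = DMSO-only wells and 100% = 3 µM delta7-dafachronic acid wells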
ADAM17 inh – ADAM17 inhibitors, primary screen, biochemical, QFRET; Disintegrin and metalloproteinase domain-containing protein 17 (Homo sapiens), P78536; recombinant ADAM17, EDANS/DABCYL FRET peptide cleavage; inhibition, % at 6.95 µM; actives 0.83% (n = 370,000);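 active = inhibition above the mean of compounds lying between control limits plus 3 SD, set per campaign, cut at about 8.5% in these data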;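 note: 0% = DMSO-only wells as the low control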
Target sequence (P78536 215-824 limits assumed): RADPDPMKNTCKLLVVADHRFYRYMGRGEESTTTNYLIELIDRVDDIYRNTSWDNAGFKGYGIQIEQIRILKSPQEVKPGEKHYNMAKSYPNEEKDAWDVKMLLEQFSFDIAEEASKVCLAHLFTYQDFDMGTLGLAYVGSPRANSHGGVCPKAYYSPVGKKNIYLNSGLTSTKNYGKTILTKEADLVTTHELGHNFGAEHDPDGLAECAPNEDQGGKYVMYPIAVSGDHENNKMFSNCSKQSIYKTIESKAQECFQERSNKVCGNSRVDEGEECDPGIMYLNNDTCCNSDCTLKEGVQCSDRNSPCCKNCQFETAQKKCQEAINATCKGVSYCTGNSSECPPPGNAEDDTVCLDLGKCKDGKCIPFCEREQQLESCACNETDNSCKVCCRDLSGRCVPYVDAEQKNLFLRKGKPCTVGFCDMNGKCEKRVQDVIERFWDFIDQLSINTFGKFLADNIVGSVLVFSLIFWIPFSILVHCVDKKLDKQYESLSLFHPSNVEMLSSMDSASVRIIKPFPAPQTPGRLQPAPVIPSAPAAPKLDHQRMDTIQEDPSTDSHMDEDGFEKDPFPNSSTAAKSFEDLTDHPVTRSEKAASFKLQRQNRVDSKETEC
MBD2 inh – inhibitors of MBD2 binding to methylated DNA, primary screen, biochemical, TR-FRET, DNA-binding domain, human; MBD2 binding to methylated oligonucleotide; inhibition, % at 4.4 µM; actives 0.31% (n = 370,000); in the data active = inhibition above about 13%
Target sequence (Q9UBB5 whole entry, looked up, the tested form may be a part): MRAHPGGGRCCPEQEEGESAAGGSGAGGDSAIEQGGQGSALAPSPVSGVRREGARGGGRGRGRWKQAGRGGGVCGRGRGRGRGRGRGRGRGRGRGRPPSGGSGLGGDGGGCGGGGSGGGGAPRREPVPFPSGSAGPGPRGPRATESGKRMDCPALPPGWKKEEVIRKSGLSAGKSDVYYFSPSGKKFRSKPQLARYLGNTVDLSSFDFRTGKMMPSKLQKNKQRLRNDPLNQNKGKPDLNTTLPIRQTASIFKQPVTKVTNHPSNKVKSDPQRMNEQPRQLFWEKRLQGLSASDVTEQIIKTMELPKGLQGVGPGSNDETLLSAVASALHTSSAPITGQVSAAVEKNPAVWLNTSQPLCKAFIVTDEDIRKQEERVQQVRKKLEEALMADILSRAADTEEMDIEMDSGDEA
The depositor's hits bear a star; x = no result given.

SMILES	DAX1 inh-1	hgDAF12 agonist	PLCg1 inh	DAX1 inh-2	hcDAF-12 act	Rev-erbA mod	PLCb3 inh	SMARCA2 act	ssDAF12 agonist	ADAM17 inh	MBD2 inh
Cc1c(/C=N/NC(=O)c2ccc3c(c2)OCO3)cnn1C	0.5	3.5	-1	-0.2	0.3	0	4	-2	-0.1	-1	2
CCn1c(SCC(=O)Nc2ccc(OC)c(S(=O)(=O)N3CCCCC3)c2)nnc1C1CC1	-1.4	0.7	2	0.8	0.1	-3	-6	-1	-1.0	1	1
C=CCn1c2c(c(=O)[nH]c1=S)CN(C(C)c1ccccc1)CN2 (stereo not given)	0.0	-1.2	9	0.0	-0.5	9	-9	-2	-0.9	-2	-4
COc1ccc(CN(C)C(=O)c2ccc(OCC(=O)Nc3cccc(C(F)(F)F)c3)c(OC)c2)cc1	-3.2	-8.8	0	-4.4	-4.9	4	0	-4	-2.1	2	-3
CCn1c(SCC(=O)Nc2ccccc2F)nnc1-c1cnccn1	1.4	2.6	1	-2.5	1.7	5	-1	-2	-1.1	-1	-1
Cc1ccc(N2C(=O)CC(NNc3nc4ccccc4s3)C2=O)cc1C (stereo not given)	-0.1	0.6	3	-0.3	0.0	-6	2	-3	-0.8	3	-2
CN(Cc1nc2ccccc2c(=O)[nH]1)C(=O)c1cc(-c2ccc(Br)cc2)nc2ccccc12	0.8	-1.3	0	0.6	-0.2	36*	-7	3	-1.3	-4	-3
CN(C)S(=O)(=O)N(CC(=O)N1CCN(c2ccccc2F)CC1)c1ccccc1	0.6	-0.4	1	-0.1	-0.1	-2	4	-3	-0.9	-4	3
Cc1nc(N2CCOCC2)nc(OCCN(C)C)c1[N+](=O)[O-]	1.1	-0.7	0	0.3	0.9	2	5	1	0.7	0	1
O=C(Nc1cc(S(=O)(=O)Nc2ccc(Cl)cc2)ccc1O)c1ccc(F)cc1F	-1.9	-3.5	-11	-4.0	-1.4	-4	-21	-4	-1.2	-1	-1
CC[C@]1(c2ccccc2OC)C(=O)N(C(=O)OC)N1C(=O)OC	1.5	0.8	0	-1.0	1.4	1	2	2	-1.1	-3	0
COc1ccc(-c2csc(NC(=O)C3CC(=O)N(c4ccc5c(c4)OCCO5)C3)n2)cc1 (stereo not given)	-1.9	-8.7	2	-2.6	-5.7	10	2	-5	-2.8	6	1
O=C(CCN1C(=O)c2cccc3cccc(c23)C1=O)Nc1ccccc1	0.8	6.2	0	0.4	0.6	13	-8	7.9*	-1.2	-7	6
O=C(Nc1cccc(S(=O)(=O)NCc2ccco2)c1)c1ccc(Cl)cc1	-2.5	-4.0	3	-3.2	-3.7	2	0	-5	-2.0	-2	-5
O=C(Cn1c(=O)oc2cc(S(=O)(=O)NCc3ccccc3)ccc21)NCc1ccco1	1.1	-0.7	-2	-0.5	-1.2	4	0	3	-0.9	-1	-1
O=C(CC1C(=O)NCCN1C(=S)Nc1ccccc1)Nc1ccc2c(c1)OCCO2 (stereo not given)	0.1	1.5	1	-1.5	0.1	2	-1	-3	-1.6	-5	3
COC(=O)[C@H](CC(C)C)N(CCc1cn(CC2CCCCC2)nn1)S(=O)(=O)c1ccc(F)cc1Br	x	-2.9	1	-1.8	-2.6	-5	1	-5	-1.7	1	5
Cc1ccc(C)c(-c2nnc(NC(=O)CS(=O)(=O)c3ccccc3)o2)c1	-0.3	-0.8	1	-0.7	1.4	7	0	-1	-0.9	-4	1
COc1ccc(CCNC(=O)CCNC(=O)c2ccco2)cc1OC	0.2	2.7	-2	1.0	2.5	3	-3	-1	-0.5	-1	-4
O=C(NCc1ccco1)/C(=C/c1cccnc1)NC(=O)c1ccco1	-0.7	-0.8	-1	-0.4	-1.1	2	-2	-1	-1.9	-6	1
O=C(NCC1CCCO1)C1CCN(C2CCN(C(=O)Cc3ccsc3)CC2)CC1 (stereo not given)	3.4	1.3	-13	-0.2	-0.6	-4	-22	-3	0.1	-8	0
CCOc1ccc(/C=N/N2C(=O)C(CC(=O)Nc3ccc(F)cc3F)SC2=NC)cc1OC (stereo not given)	-1.6	-0.1	3	-0.3	-1.8	-2	-1	0	-1.5	-9	10
Cn1c(Oc2ccc(Cl)cc2)c(C=O)c2ccccc21	0.2	2.5	0	-0.1	1.3	4	-2	-2	-0.8	-8	4
CC(=O)Oc1ccccc1/C=C1\CCOC1=O	0.6	-0.2	-9	-1.4	0.1	2	-11	5	-1.6	0	4
Cc1c(C(=O)Nc2cccnc2Cl)oc2ccccc12	2.3	8.9	2	1.1	6.7*	12	0	3	0.6	-1	-1
COc1ccc(C(C)=O)cc1COC(=O)CNC(=O)c1cc(C)cc(C)c1	-0.4	2.3	0	0.0	-0.2	4	4	1	-1.2	3	0
O=C(N/N=C/c1cc2c(cc1Cl)OCO2)c1cc(-c2ccccc2)n[nH]1	0.1	0.9	-3	0.5	-1.1	-5	-5	-1	0.1	-1	0
CC(NC(=O)CN1CCN(CC(=O)Nc2ccccc2Cl)CC1)c1ccc(Br)cc1 (stereo not given)	-0.6	-2.0	3	-1.1	-2.5	-5	-9	-3	-1.5	0	2
Cc1c(NC(=O)CN2C(=O)C(=O)N(Cc3ccccc3)C2=O)c(=O)n(-c2ccccc2)n1C	2.8	2.2	3	0.4	-0.4	1	-1	-1	-1.4	1	-5
CC(=N\O)/C(CN(C)C)=N/O	1.2	-0.8	3	0.4	-0.9	0	1	-2	-0.8	-1	1
Cc1c([N+](=O)[O-])c2ccc(O)cc2n1-c1ccccc1	-0.6	-0.8	6	-0.3	-2.7	-9	-2	-5	-2.2	1	-4
Cc1ccc(-c2nc3ncccc3o2)cc1NC(=O)c1ccccc1	1.5	-0.5	-4	0.2	-0.4	2	-9	-2	-1.2	-4	2
CC(=O)Nc1cccc(-c2ccnc3c2CC(C)(C(=O)Nc2cccc(C(F)(F)F)c2)O3)c1 (stereo not given)	x	-2.3	3	-1.9	-1.7	4	4	0	-1.5	8.7*	3
CC(C)Nc1nc(Oc2ccc(=O)n(-c3ccccc3)n2)nc(N(C)C)n1	-1.3	1.5	-1	-0.4	-1.4	-2	-2	-1	-1.4	-3	4
CCc1c(O)nc(N2CCN(Cc3ccccc3)CC2)[nH]c1=O	0.5	-3.2	1	0.2	-1.4	2	4	1	-1.8	0	0
CCCCc1ccc(NC(=S)NCc2cccs2)cc1	-0.6	0.4	0	-0.9	-1.2	-3	-1	2	-0.9	3	4
CC(C)N(Cc1nccn1C)C(=O)c1cc(COc2ccc(F)cc2Cl)on1	0.0	-2.9	3	-0.7	-2.7	-7	-4	-1	-1.5	-5	5
CCC(C)Nc1nc(-c2c[nH]c3ccccc23)cs1 (stereo not given)	1.2	6.6	-56	0.3	8.8*	1	-74	-1	0.6	-5	-7
CC(=O)Nc1ccc(NC(=O)C(C)OC(=O)CNS(=O)(=O)c2ccc(Br)cc2Cl)cc1 (stereo not given)	1.6	2.7	-1	0.7	-0.1	10	-1	-3	-1.3	6	-4
CCOc1ccc(C(=O)/C=C/c2cc(OC)c(OC)c(OC)c2)cc1	-2.3	-7.7	-34	-3.4	-3.6	5	-44	-4	-2.1	-3	-7
Cc1ccccc1Nc1nnc(SCc2cc(=O)n3ccsc3n2)s1	-0.3	-1.9	-13	-0.3	-0.8	-3	-17	-3	-1.7	-4	-4
CCOC(=O)[C@]12CCCC=C1N(Cc1ccccc1)C(=O)[C@H](CC(=O)NCCc1ccccc1OC)C2	x	-1.9	3	1.9	-1.6	1	4	-4	0.6	2	-3
COc1ccc(C(=O)CSc2n[nH]c(N)n2)cc1	0.0	1.0	1	0.2	-1.4	-1	0	0	-1.1	-4	-1
CCNS(=O)(=O)c1ccc(C(=O)OCc2cc(=O)oc3cc(OC)ccc23)cc1	1.2	1.6	-62	0.0	-1.0	21	-91	4	-1.4	-43	1
C#CCOCCOCCOCCNc1nc(N2CCN(C(=O)[C@H](CCCCN)n3cc(CN)nn3)CC2)nc(N2CCN(C(=O)[C@H](CCCCN)n3cc([C@@H](N)CC(N)=O)nn3)CC2)n1	0.0	-1.2	3	0.1	-0.1	-8	2	0	-1.1	-6	12
COc1ccc(S(=O)(=O)N2CCC(C(=O)NCc3ccccc3)CC2)cc1OC	-0.2	-1.8	2	0.3	2.7	4	-10	1	-0.9	0	-2

Filtered by structure: the entries above with a Cl atom (eight)
SMILES	DAX1 inh-1	hgDAF12 agonist	PLCg1 inh	DAX1 inh-2	hcDAF-12 act	Rev-erbA mod	PLCb3 inh	SMARCA2 act	ssDAF12 agonist	ADAM17 inh	MBD2 inh
O=C(Nc1cc(S(=O)(=O)Nc2ccc(Cl)cc2)ccc1O)c1ccc(F)cc1F	-1.9	-3.5	-11	-4.0	-1.4	-4	-21	-4	-1.2	-1	-1
O=C(Nc1cccc(S(=O)(=O)NCc2ccco2)c1)c1ccc(Cl)cc1	-2.5	-4.0	3	-3.2	-3.7	2	0	-5	-2.0	-2	-5
Cn1c(Oc2ccc(Cl)cc2)c(C=O)c2ccccc21	0.2	2.5	0	-0.1	1.3	4	-2	-2	-0.8	-8	4
Cc1c(C(=O)Nc2cccnc2Cl)oc2ccccc12	2.3	8.9	2	1.1	6.7*	12	0	3	0.6	-1	-1
O=C(N/N=C/c1cc2c(cc1Cl)OCO2)c1cc(-c2ccccc2)n[nH]1	0.1	0.9	-3	0.5	-1.1	-5	-5	-1	0.1	-1	0
CC(NC(=O)CN1CCN(CC(=O)Nc2ccccc2Cl)CC1)c1ccc(Br)cc1 (stereo not given)	-0.6	-2.0	3	-1.1	-2.5	-5	-9	-3	-1.5	0	2
CC(C)N(Cc1nccn1C)C(=O)c1cc(COc2ccc(F)cc2Cl)on1	0.0	-2.9	3	-0.7	-2.7	-7	-4	-1	-1.5	-5	5
CC(=O)Nc1ccc(NC(=O)C(C)OC(=O)CNS(=O)(=O)c2ccc(Br)cc2Cl)cc1 (stereo not given)	1.6	2.7	-1	0.7	-0.1	10	-1	-3	-1.3	6	-4
